GAA850 FXN act = activators of GAA850 frataxin (FXN) promoter; 360,000 compounds, 0.56% hits; activation, % at 6 µM; HEK293 lucGAA850 FXN promoter luciferase reporter, 24 h; percent of 10 µM SAHA response; AID 540364;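 active = activation above the average of all compounds screened plus 3 SD, cutoff fixed separately per campaign, cut at about 7.5% in these data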;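 note: 0% = DMSO wells and 100% = 10 µM SAHA wells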
KLK7 zymogen act = activates the human kallikrein-7 zymogen; AID 652039; purified proKLK7, EDANS-DABCYL substrate fluorescence; 100% is mature enzyme control, 0% vehicle; P49862; 370,000 compounds, 0.9% hits; activation, % at 7 µM;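 active = activation above the mean of all tested compounds plus 3 SD, computed per campaign excluding outliers beyond control limits, cut at about 13% in these data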
Target sequence (P49862 whole entry, looked up): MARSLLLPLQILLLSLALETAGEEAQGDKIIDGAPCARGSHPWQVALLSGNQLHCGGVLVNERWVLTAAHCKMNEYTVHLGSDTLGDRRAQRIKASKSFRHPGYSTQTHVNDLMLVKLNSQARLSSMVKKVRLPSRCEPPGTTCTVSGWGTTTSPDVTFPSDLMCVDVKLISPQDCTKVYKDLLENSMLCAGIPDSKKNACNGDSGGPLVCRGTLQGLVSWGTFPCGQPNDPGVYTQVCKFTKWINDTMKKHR
hcDAF12 agonist = activators of H. contortus DAF-12 nuclear receptor; activation, % at 6.8 µM; 370,000 compounds, 1.4% hits; HEK293 hcDAF-12 lit1-tk-luc reporter, luminescence; 0% DMSO, 100% Δ7-dafachronic acid;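 active = activation above the mean of all tested compounds plus 3 SD, cut at about 5.5% in these data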;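 note: 100% = response to 3 µM Δ7-dafachronic acid high control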
HGIII-sPLA2 inh = Blocks human group III sPLA2 activity; 370,000 compounds, 0.56% hits; QFRET BODIPY PC-A2 liposome hydrolysis, fluorescence; inhibition, % at 12.2 µM; Q9NZ20;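 active = inhibition above mean plus 3 SD of compounds lying within the high and low control bounds, cut at about 19% in these data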;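 note: 0% = median of test compound wells and 100% = no enzyme DMSO wells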
Target sequence (Q9NZ20 whole entry, looked up): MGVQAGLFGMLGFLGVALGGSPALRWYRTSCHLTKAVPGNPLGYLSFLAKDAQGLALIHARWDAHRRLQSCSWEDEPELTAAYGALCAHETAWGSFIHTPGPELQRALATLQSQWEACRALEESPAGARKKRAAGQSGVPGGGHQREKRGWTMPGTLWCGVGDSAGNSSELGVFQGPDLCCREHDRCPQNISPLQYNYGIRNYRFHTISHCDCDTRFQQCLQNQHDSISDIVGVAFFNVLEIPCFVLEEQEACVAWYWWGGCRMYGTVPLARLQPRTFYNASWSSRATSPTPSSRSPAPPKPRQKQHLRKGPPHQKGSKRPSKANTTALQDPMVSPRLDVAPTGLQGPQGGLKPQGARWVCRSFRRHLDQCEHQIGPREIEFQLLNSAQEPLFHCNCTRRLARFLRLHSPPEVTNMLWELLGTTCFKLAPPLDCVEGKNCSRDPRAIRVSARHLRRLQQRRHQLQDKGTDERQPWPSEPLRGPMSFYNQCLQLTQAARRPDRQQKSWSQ
GC-B act = GC-B (human) receptor activation. P20594. HEK293-GC-B cells, CNP EC30, cGMP TR-FRET; 0% at EC30 CNP, 100% saturating CNP. activation, % at 10 µM. 370,000 compounds, 0.11% hits. AID 1920062;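 active = activation at 10 µM reaching about 35% in either raw or pattern-adjusted values, limit read from the data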
ssDAF12 agonist = S. stercoralis DAF-12 activation, primary screen | 370,000 compounds, 1% hits | HEK293 ssDAF-12/GRIP1 lit1-tk-luc reporter, luminescence; % of 3 µM dafachronic acid response | activation, % at 6.8 µM | AID 652126;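 active = activation above the mean over all tested compounds plus 3 SD, cut at about 0.9% in these data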;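 note: 0% = DMSO-only wells and 100% = 3 µM delta7-dafachronic acid wells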
DAX1 inh-1 = NR0B1 (DAX1) inhibition; HEK293 Gal4-DAX1 luciferase reporter, luminescence; AID 504766; P51843; 340,000 compounds, 0.99% hits; inhibition, % at 6.75 µM;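 active = inhibition above the mean over all tested compounds plus 3 SD, cut at about 4.2% in these data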;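 note: 0% = DAX1-transfected cells with DMSO and 100% = empty-vector control cells with DMSO; inhibition shows as a rise in luminescence from relieved DAX1 repression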
Target sequence (P51843 207-470 limits assumed): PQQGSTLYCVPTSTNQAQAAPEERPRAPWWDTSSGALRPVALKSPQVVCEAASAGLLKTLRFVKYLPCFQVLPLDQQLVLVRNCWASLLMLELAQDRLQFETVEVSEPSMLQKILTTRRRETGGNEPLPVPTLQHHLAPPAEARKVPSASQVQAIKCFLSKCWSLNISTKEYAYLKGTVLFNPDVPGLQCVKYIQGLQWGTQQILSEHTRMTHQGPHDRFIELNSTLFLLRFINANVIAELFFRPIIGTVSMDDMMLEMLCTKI
NPR1 activator = GC-A (human) enzyme activation. AID 1671463. HEK293 GC-A cells, cGMP TR-FRET, EC30 ANP; 0% at EC30 ANP, 100% saturating ANP. activation, % at 10 µM. 370,000 compounds, 0.14% hits. P16066; in the data active = activation above about 40%
SMARCA2 activ = SMARCA2 function activation, primary screen | MG213 cells, MMTV-luciferase reporter, dexamethasone, overnight | activation, % at 9.1 µM | 370,000 compounds, 1% hits | AID 652017; in the data active = activation above about 7.8%;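 note: 0% = vehicle wells and 100% = reference activator wells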
hgDAF12 agonist = agonists of H. glycines DAF-12 nuclear receptor; 370,000 compounds, 1.8% hits; activation, % at 6.8 µM; AID 687014; HEK293 GAL4-hgDAF12 UAS-luciferase reporter, agonist luminescence; normalized to butyrate control;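 active = activation above a cutoff set at the mean of all screened compounds plus 3 SD, cut at about 10% in these data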;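 note: 0% = DMSO wells and 100% = sodium butyrate wells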
DAX1 inh-2 = DAX1 (NR0B1) inhibition, primary screen; HEK293T StAR-luciferase reporter, SF-1/DAX-1 repression relief; inhibition, % at 6.8 µM; 370,000 compounds, 1.1% hits; AID 652010;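 active = inhibition above the mean over all tested compounds plus 3 SD, cut at about 3.6% in these data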;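 note: 0% = DAX-1 cells with DMSO and 100% = cells lacking DAX-1 with DMSO; higher inhibition means more luminescence from relief of DAX-1 repression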
Starred values were filed as active, the others as inactive; . = not tested or not shown. An excerpt. The share of hits here may be higher or lower than overall.

compound	GAA850 FXN act	KLK7 zymogen act	hcDAF12 agonist	HGIII-sPLA2 inh	GC-B act	ssDAF12 agonist	DAX1 inh-1	NPR1 activator	SMARCA2 activ	hgDAF12 agonist	DAX1 inh-2
CCOC(=O)C1=C(C)OC(N)=C(C#N)C12C(=O)N(C)c1ccccc12 (configuration not stated)	0.7	0.2	1.1	8	-6	-0.4	1.2	-1	-2	0.6	-0.1
O=C(NCCN1CCC2(CC1)C(=O)NCN2c1ccccc1)c1cccc2c1-c1ccccc1C2=O	.	0.8	1.7	6	6	0.8	.	0	-3	1.0	0.2
CC(C)(C)n1nnnc1C(c1cccc2ccccc12)N1CCC2(CC1)C(=O)NCN2c1ccccc1 (configuration not stated)	.	-0.5	-0.3	7	-5	-0.2	.	-7	-2	0.6	0.6
CCCn1ncc(CN2CCCC(C(=O)c3cccc(OC)c3)C2)c1C (configuration not stated)	-1.6	0.6	-0.9	-2	3	-0.6	-0.1	3	-1	1.6	-0.7
N#CCCn1cc(C(=O)NCc2ccccc2)c(-c2ccc3c(c2)OCCO3)n1	-1.4	0.1	0.2	-2	3	-1.7	-0.4	-2	0	-1.1	0.7
CC(=NCCN1CCCCC1)c1c(O)[nH]c(=O)[nH]c1=O	2.2	-0.2	-0.9	4	7	-0.9	0.9	3	-2	0.9	0.8
Cc1cccc(CN(C)C)c1OC(=O)N(C)C	-2.0	0.2	0.8	3	9	-1.1	0.8	4	3	1.9	-0.3
C/C=C/CC1(CC)C(=O)NC(=S)NC1=O	-0.3	-0.5	0.7	2	3	-1.1	-0.9	4	-3	3.0	-0.5
COc1ccc(CN2CCN(c3ccccc3F)CC2)c(OC)c1	.	-0.6	-0.9	-5	-2	-1.5	.	-1	-4	-0.6	-0.3
COc1cccc(CN2CCN(C(=O)COc3ccc4ccccc4c3)CC2)c1	0.2	0.1	-0.7	-14	1	-1.4	0.5	-1	-1	-2.4	-0.2
COC(=O)C1=C(c2ccc(OC)c(OC)c2)C[C@@H]2CC[C@H]1N2C(=O)N1CCOCC1	0.1	-0.2	-1.1	6	3	-1.7	-0.2	-3	1	-0.2	-0.3
CN1CCc2cc(O)cc3c2[C@H]1Cc1ccc(O)c(O)c1-3	4.9	-43	-2.0	-3	-8	-1.5	0.5	-8	1	-2.9	-0.5
CCN(CC)S(=O)(=O)c1cccc(N=Nc2c(O)n(CC)c(=S)n(CC)c2=O)c1	-2.0	0.0	0.2	0	-1	-1.5	1.4	-4	0	3.5	-0.5
Cc1ccc2c(c1)C1C[N+](C)(CC(=O)c3ccc(Cl)cc3Cl)CCC1N2C(=O)c1ccc(F)cc1 (configuration not stated)	-1.2	-0.1	3.2	19	2	-0.8	1.6	3	1	7.7	3.0
COc1cccc(C(c2nnnn2Cc2ccccc2)N2CCC3(CC2)C(=O)NCN3c2ccccc2)c1OC (configuration not stated)	.	1.0	-0.9	-11	-5	-1.5	.	-7	-3	-5.1	-2.9
C[C@]12CC(=O)CC1CCC1C2CC[C@@]2(C)C1CC[C@@H]2O (some centres not stated)	1.6	-0.1	-0.5	-1	4	-1.8	0.2	5	-1	-2.6	0.7
COC(=O)C1=C(c2cccc(OCc3ccccc3)c2)C[C@@H]2CC[C@H]1N2C(=O)NCc1cc(C)oc1C(F)(F)F	-5.4	0.8	-2.6	-7	0	-1.4	-1.2	1	-2	-0.6	-0.7
O=S(=O)(c1ccc(F)cc1)N1CCCC1c1cccnc1 (configuration not stated)	-0.2	-0.5	1.0	-8	1	-1.4	-0.9	0	1	-1.6	0.0
O=C(c1ccc2c3c(cccc13)CC2)C1CCCN(CC2CC2)C1 (configuration not stated)	0.5	43*	0.8	-4	-6	-0.4	1.5	-1	-4	1.9	3.0
Cc1ccc(S(=O)(=O)N(C)N=O)cc1	-0.7	-0.7	0.0	-2	0	-1.0	-0.8	-2	-2	0.7	-0.4

Whole records, looked up by structure. Screens in order: GAA850 FXN act	KLK7 zymogen act	hcDAF12 agonist	HGIII-sPLA2 inh	GC-B act	ssDAF12 agonist	DAX1 inh-1	NPR1 activator	SMARCA2 activ	hgDAF12 agonist	DAX1 inh-2
`CCCn1ncc(CN2CCCC(C(=O)c3cccc(OC)c3)C2)c1C` (configuration not stated) is listed as -1.6	0.6	-0.9	-2	3	-0.6	-0.1	3	-1	1.6	-0.7
`N#CCCn1cc(C(=O)NCc2ccccc2)c(-c2ccc3c(c2)OCCO3)n1` is listed as -1.4	0.1	0.2	-2	3	-1.7	-0.4	-2	0	-1.1	0.7
`CCN(CC)S(=O)(=O)c1cccc(N=Nc2c(O)n(CC)c(=S)n(CC)c2=O)c1` is listed as -2.0	0.0	0.2	0	-1	-1.5	1.4	-4	0	3.5	-0.5
`COC(=O)C1=C(c2cccc(OCc3ccccc3)c2)C[C@@H]2CC[C@H]1N2C(=O)NCc1cc(C)oc1C(F)(F)F` is listed as -5.4	0.8	-2.6	-7	0	-1.4	-1.2	1	-2	-0.6	-0.7

The list continues.
compound	GAA850 FXN act	KLK7 zymogen act	hcDAF12 agonist	HGIII-sPLA2 inh	GC-B act	ssDAF12 agonist	DAX1 inh-1	NPR1 activator	SMARCA2 activ	hgDAF12 agonist	DAX1 inh-2
CC(=NCc1ccco1)c1c(O)n(-c2ccccc2C)c(=O)[nH]c1=O	3.3	0.2	-0.1	-7	15	-1.6	-1.2	0	1	-0.7	0.5
CNS(=O)(=O)c1ccc(-c2ccc(C=C3C(=O)NC(=O)NC3=O)o2)cc1	0.2	0.8	-0.7	4	2	-0.5	2.8	6	1	-0.7	-0.5
c1ccc(C2NCc3ccccc3-n3cccc32)cc1 (configuration not stated)	-0.9	0.3	0.7	8	-11	-0.8	-0.2	-13	-3	-3.6	-0.1
Cn1cc(P(=S)(c2ccccc2)c2ccccc2)c2ccccc21	.	.	1.6	3	-16	-0.7	.	-6	.	-0.5	.
Nc1c2c(nc3sc4c(c13)CCCC4)CCCC2	2.1	-0.4	-0.2	1	9	-2.0	0.4	13	4	11*	0.9
COc1ccccc1CCNC1CCC(C(C)(C)C)CC1 (configuration not stated)	-2.5	-0.6	-0.8	-3	-1	-2.3	1.0	-1	1	0.7	-0.4
CCCCC(=O)N/N=C/c1c(O)n(CC)c(=S)n(CC)c1=O	-1.1	1.3	-4.1	0	8	-1.9	0.7	17	0	-5.2	-0.9
Cc1cc(N2C(=O)C3CCCN3C2c2ccc(Cl)c(Cl)c2)no1 (configuration not stated)	0.9	-0.8	-1.3	6	-12	-0.7	-0.4	-7	0	1.9	0.0
CC(=O)Nc1ccccc1C(=O)OCC(=O)c1ccc2c(c1)OCCO2	2.1	0.3	-2.9	8	0	-0.3	-0.5	1	-2	-2.4	-0.5
CC/C(=N\NC(=S)Nc1ccccc1)c1c(O)[nH]c(=O)[nH]c1=O	4.2	-0.6	-0.1	-3	6	-0.4	-1.0	6	2	-0.9	0.0
O=[N+]([O-])/C=C1/NCCN1Cc1ccc(Cl)nc1	2.5	0.1	0.3	-5	0	-0.5	-0.5	2	1	2.0	-0.6
FC(F)(F)c1ccc(CNCCc2c[nH]c3ccccc23)cc1	2.9	-0.5	2.0	13	1	-0.2	1.1	3	-1	-2.4	-0.1
N#CC[N+]1(CCCNP2(=O)C=C(c3ccccc3)OC(c3ccccc3)=C2)CCOCC1	2.3	0.3	-1.4	-2	-3	-1.1	6.2*	-2	-2	-1.3	0.6
COC(=O)C1=C(c2c(C)noc2C)C[C@@H]2CC[C@H]1N2C(=O)NCc1ccc(F)cc1	2.1	-0.5	0.0	8	-6	-1.0	-0.5	2	0	-0.9	0.2
O=Cc1cn(Cc2ccc(F)cc2Cl)c2ccccc12	-4.1	-0.3	-2.9	-11	-3	-1.8	-2.8	-3	-1	-0.4	-1.7
c1ccc2c(CNC3CCCCCC3)c[nH]c2c1	-3.6	0.5	5.7*	0	-12	-0.3	-0.7	-4	3	0.1	-0.2
O=C(/C=C/c1ccc(Br)cc1)NC(=S)N1C[C@H]2C[C@H](C1)c1cccc(=O)n1C2	0.5	-0.5	2.0	9	-1	-0.9	0.8	1	0	-3.2	0.1
Cc1cc(C=O)c(C)n1C(C)C	-0.5	0.1	-1.1	0	-1	-1.3	-1.1	0	6	1.7	0.8
COc1c(C)cc(C(=O)C2CCCN(Cc3cnc(C)s3)C2)cc1C (configuration not stated)	4.0	-0.2	-2.2	-6	-2	-1.2	-0.8	-5	-1	-4.3	-0.8
C=CCn1c(O)c(C(CC)=NC(C)c2ccccc2)c(=O)[nH]c1=O (configuration not stated)	1.2	0.5	0.2	-4	13	-1.6	0.3	6	-5	-4.6	-0.9
C=CCc1ccc(OC)cc1	-0.4	-0.5	1.5	-3	-7	-1.6	4.5*	3	0	4.0	-0.4
C/C(=C/C=C/[C@@H](C)C(=O)O)[C@H]1CN[C@H](C(=O)O)[C@H]1CC(=O)O	-2.2	0.1	-0.3	-1	7	-1.1	3.1	1	2	-0.5	0.6
CNP1(NC)=NC(C(F)(F)F)=NC(C(F)(F)F)=N1	-0.4	0.3	0.7	0	2	-0.7	-0.9	2	-1	-1.3	-0.3
CCN1C[C@@]2(COC)C3[C@@H](OC)[C@H]4[C@@H]1[C@@]3(C1C[C@H]3[C@H](O)C1[C@]4(O)C[C@H]3OC)[C@@H](OC)C[C@H]2O (some centres not stated)	-0.5	-0.5	0.8	-1	-2	-1.1	1.1	-1	2	-1.6	1.1
Cn1c2ccccc2c2c(C(=O)N3CCC4(CC3)OCCO4)cn(C3CCCC3)c(=O)c21	-0.7	0.0	-1.5	4	-8	-1.3	-1.1	-5	2	-1.5	-1.6
COc1ccc(NC2=NCC(C)S2)cc1 (configuration not stated)	3.9	0.3	0.2	4	-2	-0.7	0.8	2	2	5.8	0.4
O=C1NC(=O)C(=Cc2ccsc2)C(=O)N1	3.3	0.0	-1.5	6	7	-0.9	-0.3	7	-1	-0.9	0.6
CCCCCSc1cc(O)c(C(CNC)C(C)C)cc1OC (configuration not stated)	0.6	-0.2	1.4	-34	-1	-1.6	-0.1	-4	-3	-0.5	0.1
O=C(COc1ccc(Cl)cc1)NC1CN2CCC1CC2 (configuration not stated)	-0.7	0.6	-1.2	7	-1	-1.1	-0.9	-2	0	-0.7	0.6
COc1cc2c(c(OC)c1OC)-c1ccc(O)cc1C(NC(C)=O)CC2 (configuration not stated)	-6.4	-0.2	0.5	7	2	-0.3	1.1	-2	0	-4.5	3.3
CCOP(=S)(OCC)SCOC(=O)NCC(=O)OC	-1.3	-0.2	-0.6	-4	2	-0.7	-0.3	2	1	-1.5	-0.2
Nc1c(C(=O)OCc2ccccc2)c2nc3ccccc3nc2n1Cc1cccs1	-4.0	-23	-0.8	-17	1	0.5	0.9	6	-1	-1.2	-1.6
O=C(NN=Cc1ccc(N(CCCl)CCCl)cc1)c1cccc([N+](=O)[O-])c1	-2.7	0.4	-0.1	4	1	-1.1	0.5	-8	0	1.2	-1.6
CCCCSP1(=S)NCCCN1	0.9	0.0	0.2	6	-1	-1.6	0.9	-1	1	-1.9	-0.4

Assay outcomes (PubChem BioAssay)
